MIN6 prolif = inducers of MIN6 beta-cell proliferation, primary screen, ATP luminescence, uHTS | MIN6 cells proliferation, ATPlite luminescence, 48 h; cells starved in 0.2% serum; 100% = growth in 10% serum | proliferation, % at 10 µM | actives 0.29% (n = 330,000) | AID 2380, 2010;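 active means compounds whose signal lies at least 3.5 SD above the mean of all wells on their plate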;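 further: 0% = DMSO-treated cells in low-serum medium and 100% = 10% serum control; some compounds called inactive have numbers as strong as hits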
APOBEC3G inh = APOBEC3G DNA deaminase inhibitors, primary screen, biochemical, fluorescence, single-stranded DNA substrate, uHTS; DNA dC->dU-editing enzyme APOBEC-3G (Homo sapiens), Q9HC16; recombinant A3G, ssDNA deamination FAM/TAMRA fluorescence; inhibition, % at 20 µM; actives 0.28% (n = 330,000); AID 493012, 2011;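 active means inhibition of at least 40% at 20 µM, with no more than 30% in the related APOBEC3A deaminase screen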;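 further: plate controls were DMSO wells with A3G for no effect and wells lacking A3G enzyme for full effect; some compounds called inactive have numbers as strong as hits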
Target sequence (Q9HC16 whole entry, looked up): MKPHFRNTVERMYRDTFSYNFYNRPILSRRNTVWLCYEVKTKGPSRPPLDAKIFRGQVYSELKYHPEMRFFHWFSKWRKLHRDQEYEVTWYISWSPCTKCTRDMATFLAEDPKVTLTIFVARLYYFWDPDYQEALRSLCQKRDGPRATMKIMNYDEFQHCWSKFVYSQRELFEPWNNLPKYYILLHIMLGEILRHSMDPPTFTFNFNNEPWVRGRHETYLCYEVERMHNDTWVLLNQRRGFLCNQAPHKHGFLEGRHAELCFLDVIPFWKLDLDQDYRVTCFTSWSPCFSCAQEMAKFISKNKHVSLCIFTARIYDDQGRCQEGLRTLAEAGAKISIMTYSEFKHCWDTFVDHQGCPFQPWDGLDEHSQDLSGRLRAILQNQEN
NR3A LBD binder = binders of NR3A ligand-binding domain, primary screen, biophysical, differential scanning fluorimetry, uHTS. Glutamate receptor ionotropic, NMDA 3A (GRIN3A) ligand-binding domain. NR3A LBD differential scanning fluorimetry, Tm shift; 0% = protein alone, 100% = glycine-bound protein. Tm shift relative to glycine control, % at 25 µM. actives 2.5% (n = 340,000). AID 1259313, 2017;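 active means melting temperature shift of at least 10% of the positive control shift, at one fixed dose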
MPTP inh = mitochondrial permeability transition pore inhibitors, primary screen, biochemical, isolated mouse mitochondria, absorbance; Ca2+ swelling absorbance, 30 min; actives 1.4% (n = 360,000); inhibition, % at 10 µM; AID 602449, 2012;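 active means inhibition of 50% or more, scaled per plate between neutral and stimulator controls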;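 further: 0% = DMSO wells given calcium and 100% = 1 mM EGTA wells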
mIAP activ = activators of mouse IAP, primary screen, biochemical, luminescence, uHTS; muIAP, CDP-Star luminescence, 30 min; stronger effect = higher value; 1 = vehicle-only enzyme signal, 0 = enzyme-free wells; intestinal alkaline phosphatase [Mus musculus]; actives 0.24% (n = 330,000); activation factor at 10 µM;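 active means activation factor of at least 2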; further: the source names both 10 and 20 µM as test concentration; values of inactives mirror those of a sister screen read the other way
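Assay system: mouse IAP enzyme; Reagent: CDP-Star chemiluminescent phosphatase substrate; Compound: DMSO-dissolved test compounds; Incubation: 30 min, room temperature; Technique: luminescence from enzymatic CDP-Star hydrolysis; Controls: DMSO-only wells and no-enzyme negative control.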
APOBEC3A inh = APOBEC3A ssDNA deaminase inhibitors, primary screen, selectivity assay for APOBEC3G inhibitor project, biochemical, FAM/TAMRA oligo cleavage fluorescence. DNA dC->dU-editing enzyme APOBEC-3A (Homo sapiens), P31941. recombinant A3A, FAM/TAMRA ssDNA deamination fluorescence. inhibition, % at 20 µM. actives 0.41% (n = 330,000);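 active means at least 40% inhibition at 20 µM here, with at most 30% in a related deaminase screen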;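 further: plate controls were A3A with DMSO for no effect and wells lacking A3A enzyme for full effect; some results filed as inactive read as strong as hits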
Target sequence (P31941 whole entry, looked up): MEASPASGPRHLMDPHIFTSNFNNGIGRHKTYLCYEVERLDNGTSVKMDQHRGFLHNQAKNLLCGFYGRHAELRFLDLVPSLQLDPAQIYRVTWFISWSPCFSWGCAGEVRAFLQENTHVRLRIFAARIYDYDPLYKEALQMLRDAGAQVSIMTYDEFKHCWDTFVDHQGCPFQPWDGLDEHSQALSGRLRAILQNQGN
mIAP block = inhibitors of mouse IAP, primary screen, biochemical, luminescence, uHTS; actives 0.2% (n = 330,000); purified mouse IAP, CDP-Star luminescence, 30 min; inhibition, % at 10 µM; AID 2806, 2010;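 active means inhibition of at least 40% at 10 µM in the primary screen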;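 further: plate controls were DMSO with enzyme for no effect and no enzyme wells for full effect; values of inactives mirror those of a sister screen read the other way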
hIAP inh = human IAP inhibitors, primary screen, biochemical, luminescence, uHTS; Intestinal-type alkaline phosphatase (Homo sapiens), P09923; purified IAP, CDP-Star luminescence, 30 min; inhibition, % at 10 µM; actives 0.12% (n = 330,000);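 active means inhibition reaching a set limit with compound at 10 µM in the primary screen, cut at about 35% in these data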;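 further: plate controls were DMSO wells with enzyme for no effect and no-enzyme buffer wells for full effect; values of inactives mirror those of a sister screen read the other way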
hIAP act = human IAP activators, primary screen, biochemical, luminescence, uHTS. Intestinal-type alkaline phosphatase (Homo sapiens), P09923. activation factor at 10 µM. actives 0.16% (n = 330,000). AID 2524, 2010. purified human IAP, CDP-Star luminescence, 30 min; stronger effect = higher value; 1 = vehicle-only enzyme, 0 = enzyme-free background;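 active means activation factor of the enzyme at least 2-fold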; further: the source names both 10 and 20 µM as test concentration; values of inactives mirror those of a sister screen read the other way
* hit, by the source's call; · = no result given.

canonical_smiles | MIN6 prolif | APOBEC3G inh | NR3A LBD binder | MPTP inh | mIAP activ | APOBEC3A inh | mIAP block | hIAP inh | hIAP act
C#CCOCCOCCOCCNc1nc(N2CCN(C(=O)[C@H](CCCN=C(N)N)n3cc(C(N)[C@@H](C)CC)nn3)CC2)nc(N2CCN(C(=O)[C@H](CCC(=O)O)n3cc([C@@H](N)CCCCN)nn3)CC2)n1 (stereo partly specified) | -2 | -8 | 0 | 0.1 | 1.1 | -4 | -9 | 2 | 0.98
Cc1ccccc1CS(=O)(=O)c1snnc1C | 0 | -3 | 2 | 0.4 | 1 | -3 | -1 | -22 | 1.2
CSc1nnc(C)c(=O)n1COC(=O)c1ccc(S(=O)(=O)N2CCOCC2)cc1 | 1 | -6 | 2 | 13 | 0.92 | 0 | 8 | -4 | 1
CC(C)C[C@H](N)c1cn([C@@H](Cc2ccc(O)cc2)C(=O)N2CCNCC2)nn1 | -4 | -4 | -2 | 1.8 | 1 | -2 | -4 | 9 | 0.91
CCCn1c(N)c(C(=O)CSc2nc3ccccc3s2)c(=O)[nH]c1=O | -5 | -5 | -2 | 1.3 | 1.2 | -6 | -22 | -30 | 1.3
Cc1noc(C)c1COc1ccccc1C(=O)N1CCN(c2cccc(C(F)(F)F)c2)CC1 | -5 | -6 | 1 | 0.5 | 1 | -3 | -4 | -9 | 1.1
O=C(Nc1ccc(Br)cc1F)C1CC(=O)N(C2CCCCC2)C1 (stereo unspecified) | 5 | -3 | 0 | -0.6 | 0.97 | 2 | 3 | -14 | 1.1
CC(C)(C)OC(=O)NCCCCCNC(=O)c1[nH]cnc1C(=O)NC1CCN(C(=O)OC(C)(C)C)CC1 | 4 | -5 | -1 | -0.5 | 0.89 | -2 | 11 | -45 | 1.5
C/C(=C1/C(=O)N(c2ccc([N+](=O)[O-])cc2)N=C1c1ccccc1)N(C)C | 0 | 0 | · | · | 0.97 | 6 | 3 | 0 | 1
COc1ccc(NC(=O)C(CCSC)NC(N)=O)cc1NS(=O)(=O)c1ccc(F)cc1 (stereo unspecified) | -4 | -6 | -2 | -0.3 | 1 | 0 | -5 | 0 | 1
COc1ccc(N=C(c2ccccc2)c2c(C)[nH]n(-c3ccccc3)c2=O)c(OC)c1 | -4 | -1 | 0 | 1.8 | 0.95 | 0 | 5 | -14 | 1.1
Cc1cc(=O)[nH]c(SCCOc2ccc(OC(C)C)cc2)n1 | -1 | -8 | 0 | 3.3 | 0.88 | -2 | 12 | -6 | 1.1
O=C(CN1C(=O)c2cccnc2Oc2ccc(Cl)cc21)Nc1ccccc1F | -5 | 14 | 2 | -2.2 | 1.1 | 4 | -12 | -3 | 1
CC(C)OC(=O)c1ccc(COC(=O)c2cnccn2)cc1 | -3 | -6 | -1 | -0.3 | 0.91 | -2 | 9 | 3 | 0.97
O=C(Nc1nnc(COc2ccc(Cl)cc2)s1)c1cccs1 | -1 | 3 | -8 | 1.4 | 0.89 | 2 | 11 | 2 | 0.98
CCOc1ccccc1CN1C(=O)NC2(CCCCCC2)C1=O | 0 | 8 | 1 | -1.7 | 1.1 | -1 | -13 | 18 | 0.82
CC1=C(C(=O)c2ccccc2)C(c2ccc(N3CCOCC3)cc2)NC(=O)N1 (stereo unspecified) | -3 | -5 | -2 | -3.1 | 1 | 3 | -4 | -4 | 1
CC(C)(C)C(=O)O/N=C(\N)c1ccc([N+](=O)[O-])s1 | -1 | -9 | -2 | -2.5 | 1 | -4 | -4 | 4 | 0.96
CC(=O)Nc1ccc(S(=O)(=O)NC(C)c2nc(-c3ccccc3)no2)cc1 (stereo unspecified) | 2 | 0 | 0 | -1.3 | 1.1 | 3 | -7 | 0 | 1
CCOc1ccc(OCCC(=O)OC(C)C(=O)Nc2ccc(C(C)=O)cc2)cc1 (stereo unspecified) | -1 | 0 | 20* | -1.4 | 0.99 | 2 | 1 | 8 | 0.92
CC(Oc1cc2oc(=O)c3c(c2cc1Cl)CCC3)C(=O)N1C[C@H]2C[C@@H](C1)c1cccc(=O)n1C2 (stereo partly specified) | 10 | -3 | -6 | -0.5 | 1.1 | -3 | -11 | 11 | 0.89
CC(C)c1ccc(Nc2nnc(SCC(=O)NCC3CCCO3)s2)cc1 (stereo unspecified) | -5 | -3 | -5 | -0.4 | 1.1 | -1 | -5 | -1 | 1
CCc1ccc(Nc2n[n+](C)c(-c3ccncc3)s2)cc1 | -6 | -8 | -7 | -1.1 | 0.98 | -2 | 2 | -14 | 1.1
CCn1c(SCC(=O)Nc2ccc3c(c2)OCO3)nnc1-c1ccccc1O | -3 | -6 | 0 | 0.7 | 1.1 | -1 | -6 | 1 | 0.99
O=C(Nc1ccon1)c1sc2cc(Cl)ccc2c1Cl | -3 | -4 | 1 | -2.2 | 0.94 | 0 | 6 | 9 | 0.91

Arranged by value in NR3A LBD binder (largest number first): 3 from the list above.
SMILES,NR3A LBD binder
O=C(Nc1ccc(Br)cc1F)C1CC(=O)N(C2CCCCC2)C1 (stereo unspecified),0
CC(C)OC(=O)c1ccc(COC(=O)c2cnccn2)cc1,-1
CCCn1c(N)c(C(=O)CSc2nc3ccccc3s2)c(=O)[nH]c1=O,-2

New compounds follow.
canonical_smiles | MIN6 prolif | APOBEC3G inh | NR3A LBD binder | MPTP inh | mIAP activ | APOBEC3A inh | mIAP block | hIAP inh | hIAP act
FC(F)(F)c1nc(Oc2ccccc2)c2ccccc2n1 | 0 | 5 | -1 | 5.7 | 0.9 | 0 | 10 | 5 | 0.95
COc1ccc(C(C(=O)Nc2ccc(C(C)C)cc2)N(C)C(=O)c2ccc(=O)[nH]c2)cc1 (stereo unspecified) | -2 | -2 | -1 | -0.8 | 1.1 | 1 | -5 | -21 | 1.2
CN(C)C/C(Cl)=C(\Cl)c1ccccc1 | -8 | -1 | -2 | 1.1 | 1 | -2 | -4 | 1 | 0.99
O=C1c2ccccc2S(=O)(=O)c2cc(N3CCc4ccccc4C3)ccc21 | -7 | -7 | · | · | 0.57 | -2 | 43* | 8 | 0.92
CCc1ccccc1NC(=O)c1cc(S(=O)(=O)N2CCc3ccccc32)cn1C | -4 | -9 | 0 | 0.9 | 1.1 | -5 | -13 | 18 | 0.82
CC(C)c1c(C(=O)N/N=C/c2cccc(OCc3ccccc3)c2)nnn1-c1nonc1N | -7 | -4 | 24* | 7.4 | 0.9 | -1 | 10 | 8 | 0.92
CCCCOc1ccc(NC(=O)Cn2c(=O)ccc3c(C)cc(C)nc32)cc1 | 0 | 1 | -12 | -0.2 | 0.96 | 3 | 4 | 0 | 1
Cc1cc(Cl)ccc1NC(=O)CN1CCN(C(=O)c2ccco2)CC1 | 13 | -13 | 0 | -1.6 | 0.98 | -3 | 2 | 10 | 0.9
COc1ccc(CCNC(=O)COc2ncnc3ccccc23)cc1 | -3 | -4 | -1 | 0.3 | 1.1 | -1 | -9 | -5 | 1.1
O=C(OCc1nc2ccccc2s1)C1CCN(C2=NS(=O)(=O)c3ccccc32)CC1 | -3 | -2 | 3 | 47 | 0.87 | 1 | 13 | 7 | 0.93
CC1C(=O)Nc2ccccc2N1C(=O)c1ccc(Cl)c(Cl)c1 (stereo unspecified) | -2 | -9 | -3 | 0.6 | 1 | -2 | -2 | -4 | 1
COC(=O)C1CC23C=CCN4CCC5(c6ccccc6NC15C2C)C43 (stereo unspecified) | -4 | -8 | · | -0.6 | 0.88 | -3 | 12 | 4 | 0.96
CCCN(CCC)CCCNC(=O)C1CCC(CNS(=O)(=O)c2cccc3nsnc23)CC1 (stereo unspecified) | -2 | -5 | 3 | -1.1 | 0.96 | -5 | 4 | -18 | 1.2
O=C(O)c1cc(Cl)c2ccccc2c1O | -3 | -10 | -6 | 50 | 1 | -2 | -2 | -8 | 1.1
Cc1nnc2sc(SCc3ccc(Cl)cc3)nn2c1=O | -3 | -2 | 1 | 1.3 | 0.98 | 3 | 2 | -13 | 1.1
CC(=O)N1CCc2c(sc(NC(=O)CCS(=O)(=O)c3ccccc3)c2C(N)=O)C1 | 2 | -7 | 2 | -0.3 | 1 | -6 | -1 | 4 | 0.96
CC(C)N1CCC2(CC1)C(C#N)=C(N)NC(S)=C2C#N | -4 | -4 | · | · | 0.89 | -3 | 11 | 8 | 0.92
Fc1ccc(NC(=S)NCc2ccccc2)cc1 | 1 | -9 | 2 | 1.2 | 1.2 | -9 | -20 | 10 | 0.9
CSc1cccc(NC(=O)Nc2ccc(Cl)cc2)c1 | -4 | -9 | 29* | 88* | 2.5* | -1 | -148 | 6 | 0.94
O=S(=O)(NC1CC1)c1ccc(S(=O)(=O)N2CCCC(c3nc(-c4cccnc4)no3)C2)cc1 (stereo unspecified) | -1 | -7 | 0 | 4.0 | 0.97 | 0 | 3 | 11 | 0.89
O=C(c1ccc2nc(Cc3cccc(Cl)c3)oc2c1)N1CCC(O)CC1 | -4 | -1 | 0 | 1.2 | 0.96 | -2 | 4 | -21 | 1.2
N#CC(c1ccc(O)cc1)c1ncc(C(F)(F)F)cc1Cl (stereo unspecified) | 1 | 0 | -5 | 0.5 | 0.99 | 1 | 1 | 2 | 0.98

4 of the compounds above, as labelled records.
mol: COc1ccc(C(C(=O)Nc2ccc(C(C)C)cc2)N(C)C(=O)c2ccc(=O)[nH]c2)cc1 (stereo unspecified)
  MIN6 prolif: -2
  APOBEC3G inh: -2
  NR3A LBD binder: -1
  MPTP inh: -0.8
  mIAP activ: 1.1
  APOBEC3A inh: 1
  mIAP block: -5
  hIAP inh: -21
  hIAP act: 1.2

mol: CN(C)C/C(Cl)=C(\Cl)c1ccccc1
  MIN6 prolif: -8
  APOBEC3G inh: -1
  NR3A LBD binder: -2
  MPTP inh: 1.1
  mIAP activ: 1
  APOBEC3A inh: -2
  mIAP block: -4
  hIAP inh: 1
  hIAP act: 0.99

mol: O=C1c2ccccc2S(=O)(=O)c2cc(N3CCc4ccccc4C3)ccc21
  MIN6 prolif: -7
  APOBEC3G inh: -7
  NR3A LBD binder: ·
  MPTP inh: ·
  mIAP activ: 0.57
  APOBEC3A inh: -2
  mIAP block: 43*
  hIAP inh: 8
  hIAP act: 0.92

mol: CCc1ccccc1NC(=O)c1cc(S(=O)(=O)N2CCc3ccccc32)cn1C
  MIN6 prolif: -4
  APOBEC3G inh: -9
  NR3A LBD binder: 0
  MPTP inh: 0.9
  mIAP activ: 1.1
  APOBEC3A inh: -5
  mIAP block: -13
  hIAP inh: 18
  hIAP act: 0.82

Source: PubChem
